Source: PubChem
NPYLR7 ag = agonists of mosquito NPYLR7 receptor, primary screen, cell-based, Aedes aegypti, calcium fluorescence, mosquito biting behavior; AID 1259423, 2018; 270,000 tested, 0.15% active; activation, % at 10 µM; HEK293T NPYLR7/Galpha15, GCaMP6s calcium fluorescence; in the data active means activation above about 40%;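 further: 0% = vehicle and 100% = reference agonist at the receptor; some compounds past the cut are filed as inactive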
hcGAS lum = Primary biochemical luminescence assay for human cyclic GMP-AMP synthase inhibitors. 290,000 tested, 0.081% active. recombinant h-cGAS, ATP depletion, Kinase-Glo luminescence. inhibition, % at 12.5 µM. Q8N884. AID 1259398, 2018;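 further: 0% = vehicle reaction and 100% = reaction without DNA for no activity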
Target sequence (Q8N884 whole entry, looked up): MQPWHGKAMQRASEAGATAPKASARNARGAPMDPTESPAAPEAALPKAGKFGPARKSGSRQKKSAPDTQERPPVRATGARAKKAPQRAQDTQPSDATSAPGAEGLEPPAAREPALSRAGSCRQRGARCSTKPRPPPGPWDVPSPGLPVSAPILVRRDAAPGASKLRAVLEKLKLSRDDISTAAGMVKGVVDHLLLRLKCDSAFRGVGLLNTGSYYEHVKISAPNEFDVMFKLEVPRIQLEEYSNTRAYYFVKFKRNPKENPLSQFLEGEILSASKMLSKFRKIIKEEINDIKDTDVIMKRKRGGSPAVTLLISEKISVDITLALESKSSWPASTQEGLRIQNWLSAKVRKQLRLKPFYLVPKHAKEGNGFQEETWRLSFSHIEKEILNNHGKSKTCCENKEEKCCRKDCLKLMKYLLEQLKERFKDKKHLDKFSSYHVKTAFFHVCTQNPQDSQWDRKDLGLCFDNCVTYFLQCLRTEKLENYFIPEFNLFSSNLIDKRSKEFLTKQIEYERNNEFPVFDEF
mcGAS inh = cyclic GMP-AMP synthase inhibitors, mouse, primary biochemical chemiluminescence | inhibition, % at 12.5 µM | 160,000 tested, 0.15% active | recombinant cGAS, Kinase-Glo ATP depletion luminescence | Q8C6L5;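 further: 0% = negative control wells and 100% = reference inhibitor with no enzyme activity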
Numbers without * were called inactive; · = no result given; & = joins results of further samples. Unless noted, no stated cut-off is given here; in the data, active means inhibition above about 40%; inactive means the rest. Compounds as they come; any-hit rate near 0.29%.

SMILES	NPYLR7 ag	hcGAS lum	mcGAS inh
CCOC(=O)C(=CN(C1=NCC(C)S1)c1ccc(F)c(Cl)c1)C(=O)OCC (stereo not drawn)	10.5	-3.8	·
CCOCCCN(CC(=O)c1c(C)c(C(=O)OCC)n(CC)c1C)C(=O)c1cccc(Cl)c1	-8.3	-3.0	-4.3
CCCC(=O)Nc1c(-c2ccc(F)cc2)nc2cc(C)ccn12	-7.5	-5.9	-2.3
CC(=O)NCc1ccc(-c2nc(CCc3ccccc3)sc2C)s1	-6.1	-7.0	·
CCc1nc2c(OCCCN(C)S(C)(=O)=O)cccn2c1N(C)C(=O)Nc1ccccc1OC	6.4	-2.0	-2.2
COc1ccc(/C=C2N=C(/C=C/c3cccc(Cl)c3Cl)OC\2=O)cc1OC	-3.7	-3.5	·
O=C(Nc1ccccc1CN1CCCC1)c1csc2c1CCCC2	0.0	-1.8	0.1
COc1ccc(CC(=O)NCC2CCCN(C(=O)CSC)C2)cc1 (stereo not drawn)	-4.8	-1.4	·
COc1ccc(CN2CCC(n3nccc3NC(=O)Nc3ccccc3C)CC2)c(C)c1C	-6.6	-8.0	-9.9
Cc1cc(C(=O)O)nn1-c1ccc(Br)cc1	-2.7	1.1	·
O=C(NCc1ccccn1)c1cccc(OC2CCN(C(=O)c3ccoc3)CC2)c1	3.4	-8.3	·
Clc1cccc2c1CCC2N1CCC(n2cncn2)CC1 (stereo not drawn)	7.8	-12.4	-11.3
CC(C)NC(=O)NCC12CCCC=C1NC(=O)CC2 (stereo not drawn)	·	-1.1	-2.2
CC(C)c1cc(CN(C)C(=O)C2CCCN(C3CCOCC3)C2)no1 (stereo not drawn)	·	-11.9	-7.0
CCn1cc(-c2ccc(S(C)(=O)=O)cc2)c(C)n1	4.3	-7.0	·
COc1c(F)cc(CN2CCC(=O)NCC2C)cc1Cl (stereo not drawn)	15.6	-2.4	-8.1
CCNC(=O)N(Cc1nccn1Cc1ccc(OC)cc1)C1CCCCC1	1.4	11.9	-1.0
O=C(NCC1CCN(c2nc(Cc3ccc(Cl)cc3)ns2)CC1)c1cccc(Br)c1	21.2	-5.0	-4.1
CCn1c(C2CCN(C(=O)NCc3ccco3)CC2)nn(C)c1=O	6.0	-7.0	-19.2
COc1ccccc1CCC(=O)N1CCN(c2ncccn2)CC1C(=O)O (stereo not drawn)	18.9	-8.4	-19.0

One compound at a time, as listed above. Values in the order: NPYLR7 ag	hcGAS lum	mcGAS inh
Results for `Clc1cccc2c1CCC2N1CCC(n2cncn2)CC1` (stereo not drawn) → 7.8	-12.4	-11.3
Results for `COc1ccccc1CCC(=O)N1CCN(c2ncccn2)CC1C(=O)O` (stereo not drawn) → 18.9	-8.4	-19.0
Results for `CC(=O)NCc1ccc(-c2nc(CCc3ccccc3)sc2C)s1` → -6.1	-7.0	·

Carrying on.
SMILES	NPYLR7 ag	hcGAS lum	mcGAS inh
COc1ccc(OC)c(-c2nc3ccccn3c2NC(C)(C)CC(C)(C)C)c1	2.3	3.2	-7.8
COc1ccc2nc(NC(=O)/C=C/c3cccc(I)c3)sc2c1	-7.0	-6.6	-6.3
CCc1c(C#N)c(N)nc2sc(C(=O)c3ccc(C)cc3)c(N)c12	1.1	0.0	6.1
O=C(NCCCn1nc(-c2ccncc2)ccc1=O)Nc1ccc(F)cc1	11.0	-7.1	·
CN(C)Cc1ccccc1CNC(=O)c1ccccc1F	1.7	-13.0	·
O=C(Cc1ccc(-c2ccccc2)cc1)Nc1ccc(-c2ccc3nncn3n2)cc1	-10.0	1.2	-4.3
Cc1ccc(-n2nc(C(=O)N(C)C3CCCCC3)c(=O)n(Cc3ccccc3C)c2=O)cc1Cl	7.3	-2.9	-4.2
Cc1c(C)n2c3c(=O)n(CCCO)c(=O)n(C)c3nc2n1-c1ccc(C(F)(F)F)cc1	9.8	-8.0	-7.2
CCOc1ccccc1C(=O)NCCOc1ccc2nnc(-c3ccccc3)n2n1	-7.8	-6.2	-8.3
CCN1CCN(CCCCNC(=O)N2CC(C)(C)C2c2ccccc2)CC1 (stereo not drawn)	8.8	-2.8	·

3 structures out of the list, sorted by formula weight, high to low.
SMILES	NPYLR7 ag	hcGAS lum	mcGAS inh
Cc1ccc(-n2nc(C(=O)N(C)C3CCCCC3)c(=O)n(Cc3ccccc3C)c2=O)cc1Cl	7.3	-2.9	-4.2
Cc1c(C)n2c3c(=O)n(CCCO)c(=O)n(C)c3nc2n1-c1ccc(C(F)(F)F)cc1	9.8	-8.0	-7.2
CCN1CCN(CCCCNC(=O)N2CC(C)(C)C2c2ccccc2)CC1 (stereo not drawn)	8.8	-2.8	·

Next part:
SMILES	NPYLR7 ag	hcGAS lum	mcGAS inh
Cc1ccc(N=C(NOCc2ccccc2Cl)c2nonc2N)cc1	15.7	-4.7	-8.3
CCN(CCO)c1ccc(Nc2cc(-c3cc(C(F)(F)F)cc(C(F)(F)F)c3)ncn2)cc1	12.7	-4.8	·
O=C(Nc1ccc2ncccc2c1)C1CCCc2cc[nH]c21 (stereo not drawn)	31.4	-7.6	·
COc1ccc(C(=O)N2CC3C(C2)C3(C)C)nn1 (stereo not drawn)	2.8	2.9	·
Cn1cccc1C(=O)Nc1ccc(N2CCOCC2)cc1	0.1	-12.9	-7.7
CN(C)CCCNc1cc(C(C)(C)C)nc2c(-c3ccc(Cl)cc3)cnn12	3.7	-6.9	-7.6
O=C(NC1CCN(Cc2ccccc2)CC1)c1ccc(CSc2nc(Cl)cc(N3CCCC3)n2)cc1	1.6	-1.7	-5.1
Cc1ccc(C2c3ccsc3CCN2CC(=O)N2CCN(C(=O)NC3CCCCC3)C(C)C2)cc1 (stereo not drawn)	7.0	-3.7	-5.5
CCCn1c(SC(C)C(=O)C23CC4CC(CC(C4)C2)C3)n[nH]c1=O (stereo not drawn)	0.2	-8.4	·
Cc1cccc(CC(=O)NCCc2csc3nc(-c4cccc(C)c4)nn23)c1	4.6	-3.9	-7.8
O=C(Nc1ccc(N2CCCS2(=O)=O)cc1)C1CCN(C(=O)C2CC2)CC1	5.2	-4.8	-12.1
CCN(CCOc1cccc(C)c1)C(=O)c1ccc2nc(C)[nH]c2c1	-3.2	-6.1	-15.0
Cc1cc(NC(=O)CN2CCN(CC3CC3)C(CCO)C2)ccc1Cl (stereo not drawn)	-1.4	0.4	-11.3
Cc1ccc(CNc2ccc(C(=O)NCCC3CCCCN3C)cn2)o1 (stereo not drawn)	1.1	-6.3	·
COc1cc(OC)cc(C(=O)N2CCCC(c3nc4ccccc4[nH]3)C2)c1 (stereo not drawn)	1.6	-7.9	-7.4
Cc1cc(COc2ccccc2)oc1C(=O)NC(C)c1nccs1 (stereo not drawn)	3.7	-3.4	·
CN(Cc1ccccc1)C1(CNC(=O)Cc2ccc3c(c2)OCO3)Cc2ccccc2C1	2.3	-5.1	·
CCCNc1nc(SC)nc2c1cnn2CCNC(=O)COc1ccc(F)cc1	·	6.6	2.6
Cc1cc(-c2cccc(CN3CCOCC3)c2)nc(-c2ccccc2O)n1	-3.8	-3.7	·
Cc1ccc(-n2c(SCc3nc(C(=O)NCc4ccc(F)cc4)cs3)nnc2-c2ccccc2Cl)cc1	-5.0	-11.3	-4.6
O=C(Nc1ccc(-c2nc3ccccc3o2)cc1)c1cccc(Br)c1	3.6	-5.2	-5.4
Cc1ccc(-n2nnc3c(N4CCN(C(=O)Cc5ccccc5)CC4)ncnc32)cc1	0.1	-9.7	-7.8
COCCn1c(SCC(=O)Nc2cc(C)cc(C)c2)nc2c(c1=O)SC(C)C2 (stereo not drawn)	-0.2	-9.7	·
O=C(NCC1Cc2cc(F)ccc2O1)c1ccccc1C(F)(F)F (stereo not drawn)	-7.8	2.9	0.9
CCN1CCN(c2ccc(Cl)cc2NC(=O)CCOc2ccccc2OC)CC1	2.4	-8.9	·
CN(C(=O)CN(CCO)CC(=O)N(C)C(C)(C)Cc1ccccc1)C(C)(C)Cc1ccccc1	2.8&-2.1	-3.0&1.4	-4.5
COC(=O)c1cc(NC(=O)CSc2nc3ccccc3s2)cc(C(=O)OC)c1	-4.5&3.7	-3.7&0.3	-8.0&-1.1
Cc1ccc(-n2ncc3c(=O)[nH]c(-n4nc(C)cc4NC(=O)c4cccs4)nc32)cc1	1.4	-0.9	-1.3
COc1cn2c(cc1=O)C(=O)N(CCNC(=O)c1cc(Cl)ccc1Cl)CC2	3.8	1.1	·
CN1CC(NC(=O)N(Cc2ccoc2)C2CCCCC2)CCC1=O (stereo not drawn)	2.1	-1.8	·
CC(C)C1CN(C(=O)C2=NNC(=O)CC2)CCCN1Cc1ccc(F)cc1 (stereo not drawn)	4.5	-8.6	·
CNc1cnc(-c2ccccc2NS(C)(=O)=O)cn1	3.9	-14.1	·
Cc1cccn2c(CC(=O)NC[C@H]3C[C@H]4C=C[C@H]3C43CC3)cnc12	1.6	2.4	-8.3
Cc1cccc(S(=O)(=O)NC(=O)C2(C)CCN2C(=O)CCc2cccs2)c1 (stereo not drawn)	1.0	-4.6	·
COC(=O)c1c(N)sc2c1CCN(C(=O)OC(C)(C)C)C2	-5.7	2.6	0.6
CC(N)=C(C#N)C(=O)COC(=O)CCC1CCCC1	0.0	-8.0	·
Cc1cnc2n(c1=O)C(CC(=O)N1CCN(C)CC1)CS2 (stereo not drawn)	-0.4	-3.9	·
Cc1noc(C)c1CN1CCN2C=C(C(=O)NCC3CCOCC3)OC2=NC1=O	3.7	-8.3	·
O=C1N2CN(C3CCCCC3)CN=C2SC1(CO)CO	-1.3&7.4	-14.9&-5.1	-4.9
C=CCC(=O)N(CC=C)Cc1ccc(SC)cc1	-4.7	-3.2	·

Gathered by group: those above containing bromine
SMILES	NPYLR7 ag	hcGAS lum	mcGAS inh
Cc1cc(C(=O)O)nn1-c1ccc(Br)cc1	-2.7	1.1	·
O=C(NCC1CCN(c2nc(Cc3ccc(Cl)cc3)ns2)CC1)c1cccc(Br)c1	21.2	-5.0	-4.1
O=C(Nc1ccc(-c2nc3ccccc3o2)cc1)c1cccc(Br)c1	3.6	-5.2	-5.4

Next results follow.
SMILES	NPYLR7 ag	hcGAS lum	mcGAS inh
Cc1ccoc1C(=O)NCC1(CO)CCCC1	-3.7	-2.9	·
Clc1ccc(Cc2nc(CSc3ccc(Cl)c(Cl)c3)cs2)cc1Cl	6.0	3.8	1.1
COC(=O)C1CC(Br)=NN1c1ccc(C)cc1 (stereo not drawn)	-0.8	-6.5	·
COc1cccc(CSc2nnc(CNC(=O)NCc3ccccc3)n2-c2cc(Cl)ccc2Cl)c1	-3.3	-1.5	-4.1
CC(SCc1ccc(F)cc1)C(=O)N1CCN(S(=O)(=O)c2ccccc2)CC1 (stereo not drawn)	1.9&11.5	-4.6&-3.0	-15.7&-4.0
CCOC(=O)c1nn(-c2ccc(C(F)(F)F)cc2)c(=O)c2c(NC(=O)C3CC3)scc12	12.0	-4.5	-4.6
O=C1CCCN1Cc1ccc(CNc2ncc(C(F)(F)F)cc2Cl)cc1	-4.1	0.7	-2.2
CNc1ccc(-c2ccccc2F)cn1	1.5	-13.5	·
CCCc1c(C)nn(-c2ccc(C(=O)NCC(c3ccccc3)c3ccccc3)cc2)c1C	-0.1	-3.7	-4.3
O=C1Nc2c(ccc(Cl)c2Cl)C(=O)C1(Br)c1ccccc1 (stereo not drawn)	5.3	-3.7	·
CSc1ccc(NC(=O)C2(C)CCN2C(=O)CCc2ccccc2)cc1 (stereo not drawn)	5.1	4.8	0.5
O=C(O)c1ccc(CSCC(=O)N2CCCCC2)cc1	3.3	-8.3	-5.8
CCCCCC(=O)Nc1c(-c2ccc(C(F)(F)F)cc2)nc2ccccn12	-15.0	-4.3	-1.5
O=C(NCC1CCCO1)c1ccc(Nc2c(Oc3ccccc3)cnn(Cc3ccccc3)c2=O)cc1 (stereo not drawn)	·	4.0	-3.2
CCN(CCN1CCOCC1)Cc1cc(C)ccc1O	-14.0	6.0	·
COC(c1ccccc1)c1nnc(CCC(=O)NCc2cccs2)o1 (stereo not drawn)	3.6	2.8	-3.1
COc1cccc(OC)c1C(=O)N1CCN(C(c2ccc(F)cc2)c2ccc(F)cc2)CC1	-1.6	-2.1	-5.0
CCc1ccc(S(=O)(=O)NCC(c2ccc3c(c2)CCCN3C)N(C)C)s1 (stereo not drawn)	4.2	2.3	-6.7
CN(C)CCCNC(N)=S	-2.5	-3.2	·
Cc1ccc(NC(=O)CC2C=CS(=O)(=O)C2)cc1C (stereo not drawn)	2.0	-10.9	·
COC(=O)C(c1ccccc1F)C1C=CC(NC(=O)/C(C)=C/c2ccccc2)C1 (stereo not drawn)	6.7	-5.4	-5.4
COc1ccc(-n2ccnc2CN2CC(c3ccncc3)C2)cc1	3.8	2.1	-10.1
Cn1nc(NC(=O)Cn2cc(-c3ncnc4ccsc34)cn2)c2ccccc21	·	-9.8	-11.1
O=C(CSc1nc(=O)n(Cc2ccccn2)c2c1CCC2)N1CCN(c2ccccc2)CC1	2.4	-7.6	-10.2
CC(C)(C)c1ccc(C(=O)N/N=C\c2cc([N+](=O)[O-])ccc2Cl)cc1	·	6.8	4.4
CC(C)(C)c1ccc(C(=O)N2CCN(c3nc4ccccc4nc3-c3ccccc3)CC2)cc1	·	-3.8	-4.6
CCOC(=O)c1ccc(OC2CC3CCC(C2)N3C(=O)c2ccc(CSc3ccc(Cl)cc3Cl)cc2)cc1 (stereo not drawn)	9.0	-16.9	-8.4
COc1cn(CC(=O)Nc2ccc(Cl)cc2)c(CO)cc1=O	-1.5	-10.3	-7.1
COc1ccc(-c2cc(C(=O)N3CCN(c4ccc([N+](=O)[O-])cc4)CC3)n(-c3cc(C)ccc3C)n2)c(OC)c1	-5.5	-15.6	-5.4
Cc1cccc(-n2nnc3c(=O)n(CC#N)cnc32)c1	-0.7	-5.1	-8.0
COc1ccc(C(=O)NCc2cnn(Cc3ccccc3)c2)cc1O	1.9	-5.8	-18.0
CCSCCN(C(=O)c1oc(CC)nc1C)C1CCCCC1	10.0	-9.1	·
